Screens deposited in PubChem by National Center for Advancing Translational Sciences (NCATS).
TRHR PAM: allosteric enhancers of human TRH receptor | P34981 | TRHR cells, fluo-8 calcium fluorescence, EC20 TRH enhancement | enhancement, % at 2 µM | actives 0.66% (n = 360,000); in the data active = enhancement above about 30%; also: 0% is about no effect
Target sequence (P34981 whole entry, looked up): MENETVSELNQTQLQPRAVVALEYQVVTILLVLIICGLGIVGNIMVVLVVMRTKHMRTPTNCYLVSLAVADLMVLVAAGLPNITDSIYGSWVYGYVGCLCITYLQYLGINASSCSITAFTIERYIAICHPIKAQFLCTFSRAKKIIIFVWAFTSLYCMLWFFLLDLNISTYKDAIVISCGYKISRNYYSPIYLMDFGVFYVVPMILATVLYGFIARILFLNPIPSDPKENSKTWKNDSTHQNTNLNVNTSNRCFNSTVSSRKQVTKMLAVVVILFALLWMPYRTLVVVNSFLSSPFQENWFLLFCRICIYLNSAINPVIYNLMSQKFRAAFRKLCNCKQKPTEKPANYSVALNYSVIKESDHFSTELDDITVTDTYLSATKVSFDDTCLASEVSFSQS
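TRHR-expressing cells loaded with fluo-8 calcium dye were read kinetically (ex 480/em 530) during compound addition, then stimulated with an EC20 of TRH (10 nM final). Enhancement of the Gq-mediated intracellular calcium response was scored.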
RXFP1 antagonist: antagonists of human relaxin receptor RXFP1; activity change, negative = inhibition, % at 57.5 µM; HEK293-RXFP1, relaxin-stimulated cAMP HTRF, 30 min; stronger effect = lower value; actives 0.59% (n = 350,000);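 active = activity change of -60% or lower, but not beyond a set lower limit; inconclusive = change between -60% and -40%, or beyond the set limit; inactive = change above -40%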; also: % is scaled to controls: 0 for no effect and ±100 for the full control effect
Apoferritin bind: binds horse apoferritin like a general anesthetic. actives 0.074% (n = 350,000). apoferritin/1-aminoanthracene competitive binding, fluorescence. P02791. Potency, µM (top dose mostly 77.5 µM), without a hit: at the top dose activity change, negative = displacement, hits mostly inhibitors; also: potency is read from the fitted curve at half-maximal effect; % is scaled to controls: 0 for no effect and ±100 for the full control effect; nearly all actives have a fitted effect of over 20% in size
Target sequence (P02791 2-175 limits assumed): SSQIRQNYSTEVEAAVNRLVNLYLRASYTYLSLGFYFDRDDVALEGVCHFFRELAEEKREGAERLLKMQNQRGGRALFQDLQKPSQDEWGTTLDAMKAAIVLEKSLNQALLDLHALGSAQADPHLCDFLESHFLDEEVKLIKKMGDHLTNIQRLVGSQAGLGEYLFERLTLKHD
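Probe: 1-aminoanthracene (50% saturated, PBS). Protein: horse-spleen apoferritin, 10 uM. Incubation: 10 min, room temperature. Detection: 380 nm excitation, 535 nm emission. Analysis: normalized response, four-parameter Hill.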
D1 potentiator: human D1 dopamine receptor positive modulation | P21728 | HEK293 TREx D1 cells, calcium flux, dopamine EC20 potentiation | potentiation, % at 10 µM | actives 0.036% (n = 360,000); in the data active = potentiation above about 30%; also: 0% is about no effect
Target sequence (P21728 whole entry, looked up): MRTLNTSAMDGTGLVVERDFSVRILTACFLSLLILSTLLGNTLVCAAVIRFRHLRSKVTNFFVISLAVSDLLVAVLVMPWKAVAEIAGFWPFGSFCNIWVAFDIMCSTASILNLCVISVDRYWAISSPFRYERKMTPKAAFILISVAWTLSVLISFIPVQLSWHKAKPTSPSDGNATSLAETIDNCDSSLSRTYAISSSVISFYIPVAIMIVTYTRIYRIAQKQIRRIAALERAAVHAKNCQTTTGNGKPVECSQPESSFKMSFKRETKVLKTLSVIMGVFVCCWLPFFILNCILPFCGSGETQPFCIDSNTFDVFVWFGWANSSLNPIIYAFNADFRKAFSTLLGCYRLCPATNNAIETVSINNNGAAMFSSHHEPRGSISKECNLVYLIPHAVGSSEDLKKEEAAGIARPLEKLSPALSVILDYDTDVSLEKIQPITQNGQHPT
RXFP1 agonist: RXFP1 (human) receptor agonism; Q9HBX9; HEK293T-RXFP1 cAMP TR-FRET, 30 min; response scale: percent of porcine relaxin response, buffer zero; Potency, µM (doses to about 57.5 µM), without a hit: top-dose activation, usual class: activators; actives 0.3% (n = 370,000); AID 2676; also: potency is read from the fitted curve at half-maximal effect; % is scaled to controls: 0 for no effect and ±100 for the full control effect; nearly all actives have a fitted effect of over 60% in size; many of its hits are not listed in these tables
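HEK293T cells stably expressing RXFP1 were pretreated with the PDE4 inhibitor Ro 20174, exposed to compounds for 30 min at 37C, lysed, and cAMP was read by TR-FRET. Data normalized to buffer (basal) and 29 nM porcine relaxin (100%).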
D2 potentiator: positive allosteric modulators of human D2 dopamine receptor; potentiation, % at 10 µM; actives 0.34% (n = 340,000); HEK293 T-REx D2, calcium flux, EC20 dopamine potentiation; P14416; AID 485347;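 active = potentiation over 3 SD above the plate norm, cut at about 30% in these data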; also: 0% is about no effect
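Tetracycline-induced HEK293 T-REx cells force-coupled to calcium signalling expressed D2; compounds were pin-added after a 10 s baseline, read kinetically 180 s, then an EC20 dopamine challenge followed with a further 180 s calcium read.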
TRHR ag: activates the human TRH receptor | P34981 | AID 493084 | activation, % at 2 µM | TRHR cells, calcium flux fluo-8, FDSS agonist mode | actives 0.18% (n = 360,000); in the data active = activation above about 30%; also: 0% is about no effect
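TRHR-expressing cells loaded with fluo-8 calcium dye; 23 nL library compound pin-transferred, kinetic FDSS fluorescence (Ex 480/Em 530) recorded about 180 s for agonist-induced calcium release, before a 10 nM TRH EC20 addition for potentiator mode.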
D1 antag: blocks dopamine activation of the human D1 receptor. AID 504652. P21728. HEK293 TREx D1 cells, calcium flux, dopamine EC80; stronger effect = lower value. activity change, negative = inhibition, % at 10 µM. actives 3.2% (n = 360,000); in the data active = activity change below about -30%; also: % is scaled to controls: 0 for no effect and ±100 for the full control effect
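Inducible Hek293 Trex D1 cells (tetracycline, overnight, 30 C). Calcium dye 30–90 min RT. Antagonist mode: EC80 dopamine added after 180 s compound read.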
D1 ag: agonists of human D1 dopamine receptor; HEK293 T-REx D1 cells, calcium flux, agonist mode; activation, % at 2 µM; actives 1% (n = 360,000); AID 504660; in the data active = activation above about 30%; also: 0% is about no effect
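Inducible HEK293 T-REx D1 cells, force-coupled to calcium signalling, were plated at 4000 cells/well with tetracycline and held overnight at 30 C. After no-wash calcium dye loading, compound-evoked calcium rise over 180 s flagged agonists.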
* hit, by the source's call; ? = inconclusive; / = no result given; [ ] = dose if it differs, or a comment. Unless noted, calls follow the shape of the dose curve; as a rule, active = well fitted curve in the direction sought with a large enough effect; inconclusive = small, poorly fitted or top-dose-only effect, or another doubt; inactive = no such curve, though single readings can be large; an effect the other way counts as inactive or inconclusive.

SMILES	TRHR PAM	RXFP1 antagonist	Apoferritin bind	D1 potentiator	RXFP1 agonist	D2 potentiator	TRHR ag	D1 antag	D1 ag
O=C(NCc1ccco1)c1cc(-c2ccco2)on1	0.3	1.3	-11.8%	-2.1	0.3%	-2.3	0.0	3.5	0.8
CCN(CC)CCCNC(=O)C1c2ccccc2Oc2ccccc21	-5.0	-1.1	-7.6%	-4.2	0.6%	-8.7	0.3	10.3	0.6
O=C(COc1ccc(-c2ccccc2)cc1)NNC(=O)Nc1ccccc1	7.8	7.6	/	-7.2	-1.7%	12.4	1.6	-8.1	5.3
COc1ccccc1C(=O)NCCCNC(=O)c1cnccn1	4.6	7.8	-7.7%	-5.3	1.2%	9.1	0.3	15.7	2.0
COc1cccc(OCc2cc(C(=O)N(C)Cc3nccn3C)no2)c1	-0.5	3.9	-9.3%	-3.5	-0.4%	-9.3	0.0	13.7	1.1
CCn1c(SCC(=O)N2CC(C)OC(C)C2)nc2c([nH]c3ccccc32)c1=O (stereo not drawn)	-6.4	-14.1	-2.5%	3.2	-2.7%	-4.5	0.7	-0.4	2.4
S=C(NCCSCc1ccc(Cl)cc1)Nc1ccccc1	-5.0	/	-10.7%	-8.8	3.7%	1.1	1.2	-15.8	7.6
O=C(Nc1nccs1)C1CCCN1S(=O)(=O)c1ccc(Cl)cc1 (stereo not drawn)	9.6	-19.9	-17.4%	-6.2	2.9%	-0.3	-0.9	-9.1	4.7
NC(=O)c1ccc(NC(=O)CSc2cn(CC(=O)N3CCOCC3)c3ccccc23)cc1	2.6	-8.3	-2.2%	-6.7	-0.9%	0.4	1.3	2.1	1.0
CCOc1ccc(NS(=O)(=O)c2ccc3c(c2)oc(=O)n3C)cc1	7.1	3.5	-11.7%	-9.7	0.2%	-4.7	0.9	-24.9	6.2
CCCN=Cc1ccc(O)cc1	-4.3	1.1	-7.7%	-6.4	2.6%	-8.0	-0.1	-2.2	2.1
Cc1cc(C(=O)COC(=O)CCc2nc3ccccc3c(=O)[nH]2)c(C)n1CC1CCCO1 (stereo not drawn)	6.1	-20.9	0.9%	0.1	4.8%	5.2	-0.1	1.9	-0.6
CCOC(=O)N/N=C/C=C/c1ccccc1	2.4	4.1	2.6%	-0.7	-2.0%	2.3	-0.7	-6.8	-0.5
CCc1ccccc1-n1c(SCC(=O)Nc2ccc3c(c2)OCCO3)nc2[nH]ncc2c1=O	0.2	5.5	-3.7%	2.8	1.0%	7.2	0.0	4.1	0.0
COc1cccc(NC(=O)CCC(=O)Nc2cc(OC)c(NC(=O)c3cccs3)cc2OC)c1	1.9	-9.7	-7.6%	4.0	-4.0%	/	-0.5	-5.7	-0.3
CCSc1nc2n(n1)C(c1ccc(CC)cc1)C(C(=O)Nc1ccccc1OC)=C(C)N2 (stereo not drawn)	-1.4	2.9	-12.3%	0.1	8.1%	4.9	-0.3	15.0	0.0
S=C(NCCc1ccccn1)Nc1ccc(Cl)cc1	-1.6	-2.5	2.1%	-0.8	1.0%	5.5	-0.8	6.3	5.5
CCn1ncc(Br)c1C(=O)Nc1ccc(C(=O)OC(C)C)cc1	-8.2	3.6	?	-4.2	-0.4%	13.4	0.5	/	-2.1
Cn1c(SCC(=O)c2ccccc2)nnc1-c1ccncc1	23.4	4.4	-4.6%	-1.8	-0.3%	12.0	0.1	8.6	3.0
CCN(CC)S(=O)(=O)c1ccc(C(=O)Nc2c3c(nn2C(C)(C)C)CS(=O)(=O)C3)cc1	-16.7	5.2	-5.9%	-1.6	-1.1%	-11.1	0.7	-9.0	0.5
N#Cc1c(NC(=O)c2ccc(N3CCOCC3)c([N+](=O)[O-])c2)sc2c1CCCC2	-7.8	7.5	-10.8%	1.1	0.3%	-6.8	0.1	8.4	3.0
COC(=O)c1cc(-c2ccccc2)nc2nc(SC)[nH]c(=O)c12	4.4	-2.7	45.1%[activator]	1.9	11.2%	-16.2	0.1	-2.1	0.3
CCN(CC)CCCCN1c2ccccc2Sc2ccccc21	-8.3	-63.5*	-12.3%	-3.9	-1.0%	-20.1	1.6	-12.3	35.0*
COc1ccc(CNC(=O)Cc2c(C(=O)O)c(C)cn2C)cc1	1.3	-12.7	-7.3%	5.5	2.4%	7.1	-0.1	-8.5	2.6
O=C(c1ccncc1)N(c1ccc2oc3c(c2c1)CCCC3)S(=O)(=O)c1ccc(F)cc1	-5.3	-31.4	-6.6%	-2.0	-0.4%	0.2	-0.5	17.8	0.2
O=C(O)CCN1C(=O)/C(=C\c2ccc(OCc3ccccc3)c(OCc3ccccc3)c2)SC1=S	1.4	-3.9	-15.0%	2.8	1.5%	10.7	2.9	-3.6	6.7
Cn1nnnc1SCC(=O)Nc1ccc(C(=O)N2CCN(Cc3ccccc3F)CC2)cc1	2.0	0.7	/	-5.2	1.7%	-9.4	0.5	-15.6	2.4
O=C(CCCN1C(=O)c2ccccc2C1=O)Nc1nc2ccccc2[nH]1	-6.3	-7.0	-6.2%	-1.9	1.0%	0.3	0.3	0.0	-0.4
Cc1ccc(/C=N/N(Cc2ccccc2)c2ccccc2)o1	0.4	-11.3	-4.5%	-4.7	-2.6%	-7.4	0.4	44.3	1.1
O=C(COC(=O)/C=C/c1ccc(Cl)cc1)NC1CCCC1	-2.6	0.1	/	0.5	0.4%	-3.4	0.5	-25.3	-0.4
Cc1cccn2c(=O)c3cc(S(=O)(=O)c4ccc(Br)cc4)c(=N)n(C4CCCCC4)c3nc12	3.7	-7.0	0.1%	1.6	1.9%	2.8	0.5	5.9	2.7
CC1=Nc2ccc(C)cc2/C1=C/c1c(N)n2nc(CC(=O)N3CCOCC3)sc2nc1=O	4.5	7.5	-6.2%	-2.4	2.7%	0.8	2.5	-7.3	2.9
CCC(C)NC(=O)Cn1c(=O)cc(-c2ccccc2)c2c(C)nn(C)c21 (stereo not drawn)	4.0	-10.6	-14.8%	-5.7	13.3%	3.3	-0.1	-19.2	3.8
CCC(CC)C(=O)Nc1cc(-c2cccc(C)c2)nn1-c1ccccc1	-10.1	/	-4.6%	-0.2	0.2%	-10.3	-0.2	0.3	-0.8
Cn1nc(C(=O)NCCc2ccc(Cl)cc2)c2c1-c1ccccc1S(=O)(=O)C2	-25.0	-33.2	-10.9%	-1.3	-1.1%	-9.9	0.6	-22.7	-0.1
COc1ccc(-n2cc(CN[C@H]3CCCCNC3=O)c(-c3cccc(F)c3)n2)cc1	3.6	-3.4	1.3%	-5.6	0.4%	9.0	0.6	17.5	1.6
Fc1ccc(-c2cc(C(F)(F)F)nc(NCc3ccccc3)n2)cc1	-3.3	/	-1.2%	1.3	3.0%	16.1	-0.6	-3.2	36.1*
CC(=O)Nc1ccc(S(=O)(=O)N2CCSC2)cc1	5.6	6.2	-17.0%	-0.2	1.9%	11.5	0.8	-2.6	5.8
CCC1CCc2c(sc(NC(C)=O)c2C#N)C1 (stereo not drawn)	-4.4	-6.9	-11.2%	-3.6	3.4%	2.6	-0.2	-19.0	1.2
CN1CCCC(OC(=O)c2ccc(C#N)cc2)C1 (stereo not drawn)	-4.9	-1.3	4.0%	-2.0	-1.8%	1.2	1.1	9.7	-0.3
NS(=O)(=O)c1cccc(NC(=O)CSc2nc3ccccc3n2-c2ccccc2)c1	41.7*	?	-2.3%	7.5	0.3%	1.6	-1.7	11.9	3.8
COc1cc(OC)cc(C(=O)Nc2sc3c(c2C(N)=O)CCC3)c1	2.0	-10.3	-6.0%	2.8	21.3%	-5.8	0.1	4.1	-0.9
CCOC(=O)N1CCN(S(=O)(=O)N2CCCC(C(=O)NCCCN3CCCCC3)C2)CC1 (stereo not drawn)	-8.1	15.2	3.0%	1.6	1.9%	2.7	0.8	4.4	0.5
COc1ccc(-c2csc(NC(=O)c3ccccc3OC)c2C(=O)O)cc1OC	11.5	4.3	2.7%	-7.1	2.7%	4.7	1.3	0.4	2.8
COC(=O)c1cc(S(=O)(=O)Nc2cccc(-c3cnco3)c2)oc1C	3.4	1.4	-9.9%	-3.9	11.7%	/	0.2	7.4	3.2
O=c1c(S(=O)(=O)c2ccc(Cl)cc2)cn(Cc2cccc(F)c2)c2ccc(F)cc12	1.1	7.0	-17.9%	1.6	-0.1%	5.7	-0.2	-5.4	4.8
O=C(NCCO)/C(=C/c1ccc2c(c1)OCO2)NC(=O)c1ccc(Br)cc1	-12.9	-9.1	-7.8%	-4.2	1.6%	-15.6	-0.1	-10.6	0.2
Cc1ccc(NC2Sc3ccccc3NC2=O)cc1 (stereo not drawn)	-0.8	-25.7	-6.9%	-1.2	0.7%	-0.8	0.7	0.7	2.0
CCc1nn2c(=O)cc(COC(=O)c3ccccc3NC(=O)c3ccc(C(C)(C)C)cc3)nc2s1	5.2	1.3	17.2%	0.2	-1.6%	2.6	1.1	-12.5	0.1
Cn1cc(Cl)c(C(=O)Nc2nc3ccccc3s2)n1	-0.7	-15.9	51.9%[activator]	-3.0	0.6%	-2.5	0.5	0.0	0.8

Compound profiles, from the list above. Screens in order: TRHR PAM, RXFP1 antagonist, Apoferritin bind, D1 potentiator, RXFP1 agonist, D2 potentiator, TRHR ag, D1 antag, D1 ag
NS(=O)(=O)c1cccc(NC(=O)CSc2nc3ccccc3n2-c2ccccc2)c1 reads 41.7*, ?, -2.3%, 7.5, 0.3%, 1.6, -1.7, 11.9, 3.8
Cn1cc(Cl)c(C(=O)Nc2nc3ccccc3s2)n1 reads -0.7, -15.9, 51.9%[activator], -3.0, 0.6%, -2.5, 0.5, 0.0, 0.8

(next part)
SMILES	TRHR PAM	RXFP1 antagonist	Apoferritin bind	D1 potentiator	RXFP1 agonist	D2 potentiator	TRHR ag	D1 antag	D1 ag
Cc1ccc(C)c(-n2c(SCC(=O)N3CCCC3)nnc2-c2ccccn2)c1	-4.6	-0.9	-10.7%	-1.7	1.1%	7.3	-0.1	28.1	-0.6
CC(=O)N1CCN(S(=O)(=O)c2cccc(C(=O)OCN3C(=O)c4ccccc4C3=O)c2)CC1	-4.5	-9.4	0.5%	3.0	-0.5%	/	0.3	8.3	7.7
CCN(CC(=O)NCc1ccc(Cl)cc1)C(=O)c1cc(OC)cc(OC)c1	-8.4	-3.1	3.7%	2.3	0.4%	22.8	0.4	4.3	-1.3
CC(/C=C/c1ccco1)=N/NC(=O)c1ccc(C)nc1	9.2	-2.9	-7.2%	-0.1	5.9%	/	-0.1	-5.4	2.7
COC(=O)CSc1nnc2n(-c3ccc(OC)cc3)c(=O)c3c4c(sc3n12)CCCCC4	6.1	-0.9	-12.4%	-6.4	0.3%	3.3	-0.7	14.0	0.2

These rows are one share of the data; the hit share may differ from the screen's.
